ERp5 inh – ERp5 (human) disulfide isomerase inhibition; ERp5 insulin aggregation, absorbance 650 nm, 90 min; inhibition, % at 9.99 µM; 0.05% of 350,000 active; AID 651711;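 active = mean replicate inhibition above about 25%, with every replicate also reaching it, limit read from the data, passing the limit was not always enough; inconclusive = only one of those two criteria met; inactive = neither criterion met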
Target sequence (Q15084 whole entry, looked up): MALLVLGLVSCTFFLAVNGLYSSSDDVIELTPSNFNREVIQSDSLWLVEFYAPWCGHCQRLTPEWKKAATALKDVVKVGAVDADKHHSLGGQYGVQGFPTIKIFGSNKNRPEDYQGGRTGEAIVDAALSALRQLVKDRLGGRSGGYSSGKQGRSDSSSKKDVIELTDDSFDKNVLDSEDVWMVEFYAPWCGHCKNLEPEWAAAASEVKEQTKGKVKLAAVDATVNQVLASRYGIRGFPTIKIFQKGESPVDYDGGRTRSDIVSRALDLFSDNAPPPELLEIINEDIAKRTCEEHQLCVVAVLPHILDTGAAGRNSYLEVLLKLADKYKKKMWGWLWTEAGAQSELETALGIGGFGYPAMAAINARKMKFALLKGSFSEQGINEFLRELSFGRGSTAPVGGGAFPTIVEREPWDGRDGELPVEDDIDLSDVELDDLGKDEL
DENV2 CPE rescue – DENV2-induced cell death inhibition | 1.7% of 350,000 active | CPE inhibition, % at 9.99 µM | DENV2-infected cells, cytopathic effect rescue, plate reader | AID 651640; in the data active = CPE inhibition above about 20%, passing the limit was not always enough; inconclusive = no clear call, values can overlap the other calls; tested in BHK-21 cells;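 also: 0% = median of neutral control wells and 100% = median of positive control wells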
CFTR F508del cor – correctors of CFTR F508del function in bronchial epithelial cells; CFBE cells, YFP halide quenching; stimulated with forskolin plus potentiator P3; % fluorescence drop versus neutral controls; activity (quench increase), % at 7.58 µM; 0.36% of 350,000 active;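 active = mean added fluorescence quench of at least 8% versus neutral control, with both replicates also reaching 8%; inconclusive = only one of the mean or replicate conditions met; inactive = mean below 8% and not both replicates reaching 8%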;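 also: cells transiently co-express mutant CFTR-F508del with the halide-sensitive YFP; corrector assay measuring rescue of mutant channel to the surface after 24 h compound exposure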
SIRT5 inh – inhibitors of human sirtuin-5 desuccinylase. Q9NXA8. Purified SirT5, succinyl-peptide AMC, trypsin-coupled fluorescence. inhibition, % at 15 µM. 1.1% of 330,000 active. AID 652115; in the data active = inhibition above about 15%; inconclusive = no clear call, values can overlap the other calls
Target sequence (Q9NXA8 whole entry, looked up): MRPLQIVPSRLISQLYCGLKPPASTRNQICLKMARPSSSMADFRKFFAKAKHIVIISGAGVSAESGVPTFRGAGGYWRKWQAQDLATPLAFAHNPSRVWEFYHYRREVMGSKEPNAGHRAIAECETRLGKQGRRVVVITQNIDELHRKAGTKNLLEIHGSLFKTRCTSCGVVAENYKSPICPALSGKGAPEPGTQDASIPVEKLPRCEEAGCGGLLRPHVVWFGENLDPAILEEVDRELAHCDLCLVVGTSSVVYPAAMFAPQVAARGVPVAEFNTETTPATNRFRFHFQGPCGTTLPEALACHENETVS
ERAP1 inh – ERAP1 (human) enzyme inhibition; Q9NZ08; recombinant ERAP1, Leu-AMC fluorescence, 60 min; inhibition, % at 10.7 µM; 0.15% of 340,000 active; AID 652197;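 active = mean replicate inhibition of at least 30%, or all replicates individually reaching that 30% level; inactive = mean below 30% and not every replicate reaching it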;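 also: 0% = neutral control wells and 100% = L-leucinethiol positive control wells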
CASP6 VEID inh – caspase-6 (human) enzyme inhibition; P55212; purified caspase-6, Z-VEID-R110 cleavage fluorescence; inhibition, % at 12.5 µM; 0.53% of 350,000 active; AID 686996;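 active = mean inhibition across replicates at least about 35%, with every replicate also reaching that limit, limit read from the data; inconclusive = only one of the two criteria met; inactive = neither criterion met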;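 also: 0% = median of neutral control wells and 100% = no fluorescence left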
Target sequence (P55212 24-179 limits assumed): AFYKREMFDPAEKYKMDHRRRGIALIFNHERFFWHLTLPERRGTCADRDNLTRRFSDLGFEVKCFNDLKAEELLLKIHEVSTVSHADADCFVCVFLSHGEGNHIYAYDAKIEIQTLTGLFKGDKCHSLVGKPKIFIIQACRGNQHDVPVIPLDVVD
Target sequence (P55212 194-293 limits assumed): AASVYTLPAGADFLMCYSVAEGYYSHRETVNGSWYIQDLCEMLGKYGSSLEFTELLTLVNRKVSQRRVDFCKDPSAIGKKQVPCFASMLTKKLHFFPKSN
miR122 inh – inhibitors of miR-122 in Huh7 cells; Huh7 miR-122 Renilla luciferase sensor, 48 h; neutral wells = 0, positive control = 100; 0.3% of 340,000 active; activation (reporter increase), % at 12.5 µM;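 active = mean replicate activation score at least 90 and every replicate individually at or above 90; inconclusive = only one of the two criteria met; inactive = neither criterion met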;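 also: higher luciferase means less miR-122 activity so hits act as miR-122 inhibitors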
Starred values were filed as active, the others as inactive; ? = inconclusive; / = not tested or not shown; [ ] = remark or other dose. Rows are unselected; any-hit rate near 4%.

cpd	SMILES	CFTR F508del cor	DENV2 CPE rescue	SIRT5 inh	CASP6 VEID inh
1	Cc1ccc2c(CC(=O)N3CCOCC3)coc2c1	1.8	-4	0	3
2	COc1ccc(S(=O)(=O)N2CCN(Cc3cccc(OC)c3OC)CC2)cc1	0.0	2	0	0
3	CN(C)C(=O)C[C@@H]1C=C[C@H](NC(=O)C2CCC2)[C@H](CO)O1	2.3	7	-1	1
4	COc1cccc(-c2ccc3c(c2)[C@@H]2[C@@H](CCN2C(=O)C2CC2)[C@@H](CO)N3)c1	1.9	-4	2	0
5	CCOc1ccc(S(=O)(=O)N(CC(=O)O)c2ccc(C)cc2)cc1	-0.5	18	-1	1
6	O=C(COc1ccccc1)Nc1ccc(S(=O)(=O)N2CCCCCC2)cc1	/	/	-4	1
7	COc1cccc(-c2c(-c3cc(OC)cc(OC)c3)n(C)c3ccc(Br)cc23)c1	-0.3	6	/	-2
8	CN(C)CCCNC(=O)C[C@H]1CC[C@@H]2[C@H](COC[C@H](O)CN2CC2CCCCC2)O1	-2.2	4	-1	-1
9	N#C[C@H]1[C@@H](c2ccccc2-c2cccc(F)c2)[C@H](CO)N1C(=O)C1CC1	0.2	5	3	-2
10	Cc1cccc(NC(=O)CNC(=O)CN2C(=O)NC(C)(CCC(C)C)C2=O)c1C (stereo not drawn)	1.4	4	-1	-1

cpd	miR122 inh	ERAP1 inh	ERp5 inh
1	/	-5	1
2	3	-2	3
3	/	1	-6
4	/	3	0
5	0	-1	2
6	-3	-1	-7
7	30	0	-10
8	/	-10	0
9	/	2	-3
10	0	0	5

Some of these compounds in order of molecular weight, highest first:
cpd	SMILES	CFTR F508del cor	DENV2 CPE rescue	SIRT5 inh	CASP6 VEID inh
7	COc1cccc(-c2c(-c3cc(OC)cc(OC)c3)n(C)c3ccc(Br)cc23)c1	-0.3	6	/	-2
8	CN(C)CCCNC(=O)C[C@H]1CC[C@@H]2[C@H](COC[C@H](O)CN2CC2CCCCC2)O1	-2.2	4	-1	-1
2	COc1ccc(S(=O)(=O)N2CCN(Cc3cccc(OC)c3OC)CC2)cc1	0.0	2	0	0
10	Cc1cccc(NC(=O)CNC(=O)CN2C(=O)NC(C)(CCC(C)C)C2=O)c1C (stereo not drawn)	1.4	4	-1	-1
6	O=C(COc1ccccc1)Nc1ccc(S(=O)(=O)N2CCCCCC2)cc1	/	/	-4	1
4	COc1cccc(-c2ccc3c(c2)[C@@H]2[C@@H](CCN2C(=O)C2CC2)[C@@H](CO)N3)c1	1.9	-4	2	0
9	N#C[C@H]1[C@@H](c2ccccc2-c2cccc(F)c2)[C@H](CO)N1C(=O)C1CC1	0.2	5	3	-2
5	CCOc1ccc(S(=O)(=O)N(CC(=O)O)c2ccc(C)cc2)cc1	-0.5	18	-1	1
3	CN(C)C(=O)C[C@@H]1C=C[C@H](NC(=O)C2CCC2)[C@H](CO)O1	2.3	7	-1	1
1	Cc1ccc2c(CC(=O)N3CCOCC3)coc2c1	1.8	-4	0	3

cpd	miR122 inh	ERAP1 inh	ERp5 inh
7	30	0	-10
8	/	-10	0
2	3	-2	3
10	0	0	5
6	-3	-1	-7
4	/	3	0
9	/	2	-3
5	0	-1	2
3	/	1	-6
1	/	-5	1

New compounds follow:
cpd	SMILES	CFTR F508del cor	DENV2 CPE rescue	SIRT5 inh	CASP6 VEID inh
11	CCn1nccc1NC(=O)c1ccc2sc([C@@H]3O[C@H](CO)[C@H](O)[C@H](O)[C@H]3O)nc2c1	-2.4	-3	-1	2
12	Cc1ccc(CNC(=O)C2CCN(S(=O)(=O)c3ccc4nc5c(c(C(=O)O)c4c3)CC(C)CC5)CC2)cc1 (stereo not drawn)	0.7	-2	1	63*
13	C[C@@H]1CCCCO[C@@H](CN(C)S(C)(=O)=O)[C@H](C)CN([C@@H](C)CO)C(=O)c2cc(NS(C)(=O)=O)ccc2O1	0.1	-7	/	/
14	O=C(Nc1ccc2[nH]c(=O)[nH]c2c1)c1cccc([N+](=O)[O-])c1	1.8	3	-1	1
15	C[C@@H]1CN([C@@H](C)CO)C(=O)c2cc(NC(=O)Cc3cn(C)c4ccccc34)ccc2O[C@@H]1CN(C)CC1CCCCC1	2.2	-1	2	4
16	O=C(Nc1ccc2c(c1)[C@@H]1C[C@@H](CC(=O)N3CCCCC3)O[C@@H](CO)[C@@H]1O2)Nc1ccccc1F	-0.1	8	-7	0
17	CC(C)CCN1CCNC(=O)C1CC(=O)NCCCN1CCOCC1 (stereo not drawn)	0.9	6	-1	-17
18	COc1cccc(S(=O)(=O)N[C@H]2C=C[C@H](CC(=O)NC3Cc4ccccc4C3)O[C@@H]2CO)c1	6.2	12	-1	-2
19	C[C@H]1CN([C@@H](C)CO)C(=O)c2cccc(NS(=O)(=O)c3ccc(Cl)cc3)c2O[C@H]1CN(C)C(=O)Nc1ccc(C(F)(F)F)cc1	-3.4	19	-4	2
20	COc1ccc(C#Cc2ccc3c(c2)[C@]2(C(=O)N3)[C@H](c3ccc(OCCO)cc3)N3[C@H](c4ccccc4)[C@H](c4ccccc4)OC(=O)[C@H]3[C@@H]2C(=O)N2CCc3cc(OC)c(OC)cc3C2)cc1	-3.1	6	15*	0

cpd	miR122 inh	ERAP1 inh	ERp5 inh
11	-6	0	-27
12	-7	0	5
13	5[16.7 µM]	/	/
14	2	0	6
15	2[16.7 µM]	-2	1
16	-4[16.7 µM]	1	10
17	/	1	-2
18	11[16.7 µM]	-3	-5
19	57[16.7 µM]	1	-5
20	/	-2	3

(list continues)
cpd	SMILES	CFTR F508del cor	DENV2 CPE rescue	SIRT5 inh	CASP6 VEID inh
21	COc1ccccc1NC(=O)Nc1ccc2[nH]c(=O)[nH]c2c1	1.3	-8	8	2
22	CO[C@H]1CN(C)C(=O)c2ccc(NS(=O)(=O)c3ccccc3C)cc2OC[C@@H](C)N(S(C)(=O)=O)C[C@@H]1C	0.2	-5	0	-1
23	O=C(N/N=C/c1ccc2c(c1)OCO2)c1ccn(Cc2ccc(Cl)cc2)n1	1.3	-7	-1	-44
24	CCN1CCN(c2cc(C)c3cc(NC(=S)N(C)Cc4ccccc4)ccc3n2)CC1	-0.3	18	-1	-20
25	COc1ccccc1NNC(=O)C(O)(c1ccccc1OC)c1ccccc1OC	-1.8	5	4	-4
26	O=C(C[C@H]1C[C@H]2c3cc(NC(=O)NC4CCCC4)ccc3O[C@H]2[C@@H](CO)O1)NCCc1ccccc1	-0.4	-4	-6	-2
27	O=C(C[C@H]1CC[C@H]2[C@@H](COC[C@H](O)CN2C(=O)c2cccnc2)O1)NCc1ccc(-c2ccccc2)cc1	-3.1	22*	-1	-1
28	COc1ccc(C2/C=C\CN(CC(C)C)CC(=O)N2Cc2cccc(F)c2)cc1 (stereo not drawn)	3.5	-8	0	-1
29	COc1ccc(C(=O)COc2ccccc2C#N)cc1	2.9	3	-1	-6
30	NC(=O)[C@@H]1CCCN1C(=O)[C@@H](Cc1ccccc1)NC(=O)[C@H]1O[C@@H](n2ccc(=O)[nH]c2=O)[C@H](O)[C@@H]1O	-1.4	?	1	-6

cpd	miR122 inh	ERAP1 inh	ERp5 inh
21	/	0	-3
22	4[16.7 µM]	0	1
23	-5	-1	-1
24	/	-1	0
25	3	-5	-6
26	0[16.7 µM]	-1	1
27	-2[16.7 µM]	1	3
28	-5	-1	3
29	/	/	2
30	/	0	-3

(further entries)
cpd	SMILES	CFTR F508del cor	DENV2 CPE rescue	SIRT5 inh	CASP6 VEID inh
31	O=C(NC1CCNCC1)C1CC1	-3.5	-4	-1	-1
32	Cn1c(=O)cc(OCCCC(=O)NCc2ccc3c(c2)OCO3)c2ccccc21	2.5	2	-3	-1
33	CC(C)CC#Cc1ccc([C@H]2[C@@H](CO)N3C(=O)CN(C(=O)c4ccc5c(c4)OCO5)C[C@H]23)cc1	3.4	13	2	0
34	NC(=S)COc1ccccc1	-1.0	-6	-3	3
35	CC(C)NC(=O)N1[C@H](C#N)[C@@H](c2ccc(C#CC3CCCCC3)cc2)[C@H]1CO	0.9	-3	3	1
36	CC(C)(C)NC(=O)c1ccc(NC(=O)c2ccccc2-c2ccccc2C(=O)O)cc1	0.6	6	/	-2
37	C[C@@H]1CN([C@H](C)CO)C(=O)c2cc(-c3cccc(F)c3)cnc2O[C@H]1CN(C)CC1CCOCC1	-0.1	0	-2	-4
38	COc1ccc(OCCCCN(C)Cc2ccccc2)cc1	1.0	1	-9	-2
39	CN1C(=O)C(/C(N)=N/NC(=O)c2ccccc2)C2CC1(C)Oc1ccccc12 (stereo not drawn)	-0.4	-2	-2	-1
40	O=C(CC1CC1)N1[C@@H]2CN(S(=O)(=O)c3ccccc3F)c3ccccc3[C@@H]2[C@@H]1CO	-0.2	3	5	1

cpd	miR122 inh	ERAP1 inh	ERp5 inh
31	/	-2	7
32	0	1	0
33	/	4	-4
34	/	-1	0
35	/	4	-1
36	5	-2	3
37	13[16.7 µM]	-1	-3
38	/	-2	2
39	/	-1	1
40	7[16.7 µM]	-1	0

Further compounds
cpd	SMILES	CFTR F508del cor	DENV2 CPE rescue	SIRT5 inh	CASP6 VEID inh
41	COc1cc(OC)cc(C(=O)Nc2ccc(N3CCN(C(=O)c4cccs4)CC3)cc2)c1	2.6	53*	0	-3
42	CCOC(=O)C1(Cc2ccc(OC)cc2)CCN(C(=O)CN2CCOC2=O)CC1	4.7	-1	-3	0
43	COc1ccc(CCNC(=O)C(=O)NCC2OCCN2C(=O)c2ccc(Cl)cc2)cc1OC (stereo not drawn)	-2.1	-13	-2	-2
44	CCCCC[C@H](C)N1C[C@@H](COCc2ccccc2)Oc2cc(N3CC[C@@H](N(C)C)C3)ccc2S1(=O)=O	-4.5	1	-1	-7
45	CO[C@H]1CN(C)C(=O)c2ccc(NS(C)(=O)=O)cc2OC[C@@H](C)N(C(=O)C2CCOCC2)C[C@H]1C	-2.2	-3	6	0
46	C[C@@H]1CN([C@@H](C)CO)C(=O)c2cc(NC(=O)NC3CCCCC3)ccc2O[C@@H](C)CCCCO[C@@H]1CN(C)Cc1ccc(C(F)(F)F)cc1	0.8	0	6	0
47	C[C@@H]1CN([C@@H](C)CO)C(=O)c2cc(NS(=O)(=O)c3ccccc3)ccc2O[C@@H](C)CCCCO[C@@H]1CN(C)CC1CCCCC1	0.2	55*	8	4
48	CC(C)(C)OC(=O)NCCC(=O)N/N=C/c1ccc2ncccc2c1	/	12	-3	2
49	O=C(Nc1c2c(nc3ccccc13)CCCC2)c1ccccc1Br	0.4	-3	-1	2
50	CO[C@H](CN(C)C(=O)c1ccc2c(c1)OCO2)[C@@H](C)CN([C@H](C)CO)S(=O)(=O)c1ccc(C)cc1	-0.9	-2	9	-1

cpd	miR122 inh	ERAP1 inh	ERp5 inh
41	-4	-4	-1
42	3	-3	1
43	-4	0	-18
44	/	4	0
45	-12[16.7 µM]	1	-3
46	-13[16.7 µM]	-1	-2
47	-10[16.7 µM]	0	-2
48	/	0	-1
49	-3	-1	-5
50	/	-1	-6

The final 2 records of the part above come first, to join the parts.
cpd	SMILES	CFTR F508del cor	DENV2 CPE rescue	SIRT5 inh	CASP6 VEID inh
49	O=C(Nc1c2c(nc3ccccc13)CCCC2)c1ccccc1Br	0.4	-3	-1	2
50	CO[C@H](CN(C)C(=O)c1ccc2c(c1)OCO2)[C@@H](C)CN([C@H](C)CO)S(=O)(=O)c1ccc(C)cc1	-0.9	-2	9	-1
51	C[C@@H]1CCCCO[C@H](CN(C)C(=O)Nc2ccc3c(c2)OCO3)[C@H](C)CN([C@H](C)CO)C(=O)c2cc(N(C)C)ccc2O1	2.1	0	2	0
52	CN1CCN(C(=O)C2CCN(S(=O)(=O)c3ccc4c(c3)oc(=O)n4C)CC2)CC1	2.5	7	-4	0
53	O=C(O)C1CCCN1S(=O)(=O)c1cc(Cl)ccc1Cl (stereo not drawn)	2.9	-1	-2	-1
54	Cc1ccc(C(=O)N/N=C/c2ccc3c(c2)OCO3)o1	-0.1	-2	2	1
55	CCc1ccc(CNC(=O)CC2C(=O)NCCN2Cc2ccccc2F)nc1 (stereo not drawn)	-2.1	1	-2	1

cpd	miR122 inh	ERAP1 inh	ERp5 inh
49	-3	-1	-5
50	/	-1	-6
51	-11[16.7 µM]	-5	1
52	1	0	-8
53	1	-7	8
54	/	3	-5
55	-3	0	3

Compound activity from PubChem.
